From PubChem BioAssay
SENP6 inh = inhibitors of human SENP6 protease; Q9GZR1; Recombinant SENP6 catalytic domain, aminoluciferin luminescence; inhibition, % at 10 µM; 1.8% of 330,000 active; AID 2599;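 active means inhibition above about 50% at the single tested dose, limit read from the data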;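 further: plate controls were DMSO wells with enzyme for no effect and DMSO wells lacking enzyme for full effect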
PfGluPho inh = PfG6PD (Plasmodium falciparum) enzyme inhibition | PfGluPho enzyme, NADPH resazurin-diaphorase fluorescence | inhibition, % at 20 µM | 0.78% of 350,000 active | AID 504690;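 active means inhibition reaching at least a set limit at 20 µM in the primary screen, cut at about 59% in these data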;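 further: 0% = DMSO wells with substrate and 100% = DMSO wells lacking glucose-6-phosphate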
Apaf1 inhib = blocks human Apaf-1 apoptosome activity; O14727; reconstituted apoptosome caspase-3 activity, DEVD-Rh110 fluorescence; inhibition, % at 20 µM; 0.71% of 330,000 active; AID 489030; active means inhibition of at least 40% at 20 µM;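 further: plate controls were DMSO wells for no effect and DEVD-CHO caspase inhibitor wells for full effect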
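Material: reconstituted apoptosome with Apaf-1, cytochrome c, caspase-9, procaspase-3, dATP; medium: pH 7.5 Hepes buffer with CHAPS, BSA, DTT; also added: cytochrome c and DEVD-Rh110 substrate; timing: 30 min plus 50 min, RT; signal: Rh110 fluorescence intensity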
SENP8 block-1 = SENP8 (human) protease inhibition; 0.64% of 360,000 active; Q96LD8; recombinant SENP8, Nedd8 substrate fluorescence; AID 602440; inhibition, % at 20 µM; in the data active means inhibition mostly above about 40%, no sharp cut-off; inactive means mostly below about 27%
Target sequence (Q96LD8 whole entry, looked up): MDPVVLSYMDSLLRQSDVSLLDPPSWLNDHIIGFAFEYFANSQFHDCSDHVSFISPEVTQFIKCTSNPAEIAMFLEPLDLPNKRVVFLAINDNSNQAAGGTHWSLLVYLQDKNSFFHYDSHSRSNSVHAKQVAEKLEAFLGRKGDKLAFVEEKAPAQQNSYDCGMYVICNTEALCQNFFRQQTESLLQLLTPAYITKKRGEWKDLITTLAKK
HKDC1 inhibitor = HKDC1 (human) hexokinase inhibition | AID 493160 | Q2TB90 | recombinant HKDC1, G6PDH/diaphorase resazurin coupled fluorescence | inhibition, % at 20 µM | 0.16% of 340,000 active;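 active means inhibition above about 35% when tested at 20 µM, limit read from the data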;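 further: plate controls were DMSO wells with enzyme for no effect and DMSO wells lacking enzyme for full effect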
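Material: recombinant HKDC1 hexokinase; Amount: HKDC1 at 5 µg/mL; Medium: Tris pH 8.0 buffer with MgCl2, Tween-20, BSA, BME; Schedule: 90 min reaction incubation at room temperature, dark; Technique: coupled resazurin fluorescence, excitation 525 nm, emission 613 nm.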
SENP1 FRET inh = inhibitors of human SENP1 SUMO protease catalytic domain; recombinant SENP1 catalytic domain, CyPet-SUMO1-YPet FRET cleavage; inhibition, % at 10 µM; AID 624204; 0.21% of 360,000 active;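 active means inhibition at least 30% at 10 µM, raw YFP signal under a set limit, fluorescence ratio 0.5 to 1.5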;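 further: 0% = enzyme with DMSO and 100% = no enzyme wells; some results filed as inactive read as strong as hits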
Target sequence (Q9P0U3 419-644 limits assumed): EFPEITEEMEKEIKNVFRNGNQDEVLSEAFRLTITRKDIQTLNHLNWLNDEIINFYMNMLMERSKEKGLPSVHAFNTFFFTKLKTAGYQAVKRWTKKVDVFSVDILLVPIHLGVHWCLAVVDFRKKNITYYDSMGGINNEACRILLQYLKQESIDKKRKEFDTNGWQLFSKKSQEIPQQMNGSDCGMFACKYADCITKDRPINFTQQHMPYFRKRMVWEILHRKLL
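Test system: recombinant human SENP1 catalytic domain, His6-tagged / Medium: pH 8 Tris buffer with EDTA, NaCl, BME, BSA, NP40, catalase / Also added: SUMO1 FRET substrate flanked by Cypet and Ypet, 25 nM / Times: 50 min reaction at room temperature / Signal: FRET, CFP and YFP emission / Control set: no-enzyme low control and enzyme-plus-DMSO high control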
SENP7 block = SENP7 protease inhibition | Q9BQF6 | recombinant SENP7, Z-RLRGG-aminoluciferin luminescence, 40 min | inhibition, % at 5 µM | 1.5% of 330,000 active | AID 434973;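 active means inhibition above about 50% at the single test dose, limit read from the data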;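 further: plate controls were DMSO with enzyme for no effect and no enzyme buffer wells for full effect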
Target sequence (Q9BQF6 706-1050 limits assumed): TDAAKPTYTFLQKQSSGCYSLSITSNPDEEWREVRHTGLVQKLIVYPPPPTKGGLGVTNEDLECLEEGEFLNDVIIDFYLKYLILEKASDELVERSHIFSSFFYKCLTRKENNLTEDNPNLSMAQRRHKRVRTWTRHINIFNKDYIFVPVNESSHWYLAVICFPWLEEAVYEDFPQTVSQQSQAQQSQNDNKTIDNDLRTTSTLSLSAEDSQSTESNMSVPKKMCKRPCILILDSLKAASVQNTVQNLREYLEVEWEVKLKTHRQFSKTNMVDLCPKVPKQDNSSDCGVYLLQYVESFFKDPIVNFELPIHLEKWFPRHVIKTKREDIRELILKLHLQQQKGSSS
SENP8 block-2 = inhibitors of human SENP8 protease; AID 2540; 1.2% of 330,000 active; purified SENP8, Z-RLRGG-aminoluciferin cleavage, luminescence; Q96LD8; inhibition, % at 10 µM; in the data active means inhibition above about 50%
NALP3 yeast inh = NALP3 inhibition in yeast; AID 2825; 0.39% of 330,000 active; inhibition, % at 10 µM; Yeast reconstituted NLRP3/ASC/caspase-1, beta-gal luminescence, 24 h;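 active means inhibition of 50% or more; inactive means inhibition below 50%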;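 further: plate controls were induced DMSO wells for no effect and uninduced yeast grown without galactose for full effect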
* marks the source's active call; other numbers are inactive results; i = inactive; . = not tested or not shown.

Values run as follows: SENP6 inh	PfGluPho inh	Apaf1 inhib	SENP8 block-1	HKDC1 inhibitor	SENP1 FRET inh	SENP7 block	SENP8 block-2	NALP3 yeast inh
O=C1c2ccccc2C(Nc2ccc(Cl)cc2)N1CCN1CCOCC1 (stereo unspecified)
 : -7.9	8.7	5.8	31.3	-2.4	0.8	2.4	4.9	19.6
O=C1C=CN2CCCCC2CC1 (stereo unspecified)
 : 14.6	10.6	1.8	-36.3	-5.0	-49.0	-1.8	3.4	-1.8
COc1cccc(NC(=O)CN(C)C(C)C(=O)Nc2ccc(S(=O)(=O)N3CCCC3)cc2)c1 (stereo unspecified)
 : -7.8	1.9	-24.6	-6.4	4.3	-1.9	-1.5	8.6	-0.4
O=C(CN(Cc1ccc2c(c1)OCO2)C(=O)CSc1nc2ccccc2o1)NC1CCCCC1
 : 0.5	6.2	29.7	9.9	-0.7	-0.1	1.8	2.3	3.6
CCOC(=O)N1CCN(C(=O)CSc2ccc(C(=O)OC)cc2[N+](=O)[O-])CC1
 : -1.6	-2.0	7.2	15.8	-1.4	-1.0	4.1	-0.5	3.9
Nc1nc2n(n1)C(c1cccs1)CC(c1ccccc1)N2 (stereo unspecified)
 : 4.9	0.7	3.3	-492.3	-0.2	-4.9	9.9	0.9	20.5
C=CCn1c(SCc2nc3ccccc3[nH]2)nnc1-c1ccc(OC)cc1
 : -11.1	19.5	-5.7	5.9	-5.3	-3.2	3.3	2.6	11.6
CC(C)(C)C(=O)Nc1cccc(C(=O)c2cccc(NC(=O)C(C)(C)C)c2)c1
 : -5.6	-10.0	0.2	24.0	0.1	0.1	11.0	-12.1	1.0
O=c1[nH][nH]cc1C=NCc1cccnc1
 : 11.9	4.8	-7.6	10.9	-1.9	0.3	6.6	0.6	26.3
CCOC(=O)c1ccc(NC(=S)NCc2ccc(S(N)(=O)=O)cc2)cc1
 : -5.6	9.2	3.4	16.2	-1.2	-6.7	-3.7	-6.2	14.0
CCc1ccc(NC(=S)NCC2CCCN2CC)cc1 (stereo unspecified)
 : 1.2	-1.2	1.3	7.9	-9.7	4.0	5.8	3.5	5.5
COc1cc(-c2ccc3oc(-c4ccsc4)c(C#CC4(O)CCCCC4)c3c2)cc(OC)c1OC
 : -5.1	19.7	20.3	i	-1.2	0.0	2.5	1.7	-6.2
O=C(Nc1ccc(Cl)cc1F)C1CCN(S(=O)(=O)c2cccnc2)CC1
 : -4.3	0.3	2.7	10.5	-1.6	-2.1	-1.4	2.3	24.3
COC(=O)C(NC=O)C(O)(Cc1ccccc1)C(F)(F)F (stereo unspecified)
 : -0.2	-9.9	3.3	3.8	0.5	1.5	2.8	-2.9	5.1
COc1ccccc1CN(C(=O)c1ccco1)C(C(=O)NC1CCCC1)c1ccncc1 (stereo unspecified)
 : -23.8	-10.5	8.2	-2.3	-4.0	-8.0	-3.8	-4.8	1.8
COc1ccc(NC(=O)C2CCN(S(=O)(=O)c3ccc4c(c3)NC(=O)C(C)S4)CC2)cc1 (stereo unspecified)
 : -1.5	12.9	2.9	12.5	0.3	2.5	-7.2	8.4	17.9
CCOC(=O)C1C(=O)N(C(=O)c2ccc(OC)cc2)CC1c1ccccc1 (stereo unspecified)
 : -3.9	-3.3	10.7	14.2	-6.8	4.3	-5.7	-2.7	33.1
Cc1noc(C)c1COc1cccc(C(=O)OC(C)C#N)c1 (stereo unspecified)
 : -18.5	7.3	-2.5	11.6	-1.9	-0.5	4.7	3.1	15.8
COc1ccc(OC)c(CN2CCN(C(=O)CCNC(=O)c3ccc(Br)cc3)CC2)c1
 : -17.9	-21.6	1.7	4.9	-2.4	-1.4	18.3	-11.9	23.6
COC(=O)CCC(=O)Nc1ccc(N=Nc2ccccc2)cc1
 : -19.6	19.9	18.5	22.1	4.0	1.3	-7.6	-13.6	6.7
COc1ccccc1CCC(=O)Nc1cccc(S(=O)(=O)N2CCCC2)c1
 : -22.0	18.9	18.1	11.5	-2.4	0.5	-7.1	1.5	12.1
O=C(NCCCN1CCCC1)C1CCN(C(=O)c2cc3sccc3n2Cc2ccc(F)cc2)CC1
 : -27.8	1.6	13.2	11.7	-9.1	-2.3	-3.4	-1.9	2.7
COc1ccc(CCN(Cc2cc3cccc(C)c3[nH]c2=O)C(=O)N2CCCC2)cc1OC
 : -0.8	-17.8	10.7	-25.4	0.6	0.1	0.2	4.5	-6.3
CC(=O)OC1COC(OC2C(O)C(C)OC(OC3C(OC4CCC5(C)C(CCC6(C)C5CC=C5C7CC(C)(C)CCC7(C(=O)O)CCC56C)C4(C)CO)OCC(O)C3O)C2O)C(O)C1OC(C)=O (stereo unspecified)
 : 3.2	.	2.1	.	.	.	-12.6	-8.9	15.3
Cc1nc2c(cc(Oc3ccc(S(=O)(=O)N4CCOCC4)cn3)c3ccsc32)s1
 : -37.1	12.2	24.3	5.7	12.2	-0.5	14.8	1.7	10.5
Cc1nc2ccc(S(=O)(=O)NCC(=O)N(C)Cc3ccccc3)cc2s1
 : -12.3	-7.1	8.6	13.5	-8.3	0.6	-7.1	-11.9	1.5
CCn1cc(S(=O)(=O)CC(=O)Nc2ccc3c(c2)OCO3)c2ccccc21
 : -0.5	8.4	5.9	10.5	-3.3	2.4	16.7	-8.5	-0.7
COc1cccc(/C=N/NC(=S)NC2CC3CC2C2C=CCC32)c1O (stereo unspecified)
 : 27.8	-16.8	-20.8	-397.7	-2.1	-33.5	-4.4	32.8	-8.7
COc1cc(C(=O)NCc2ccc(S(N)(=O)=O)cc2)ccc1OCC(=O)Nc1cccc(C(F)(F)F)c1
 : 1.6	4.7	-12.7	-2.7	-2.5	0.1	1.0	0.9	5.8
COc1ccc(-c2nnn(CC(=O)N(CCCO)C(C(=O)NC3CCCC3)c3ccc(F)cc3)n2)cc1 (stereo unspecified)
 : -9.0	14.4	-2.4	7.6	-7.7	2.0	2.3	-6.7	20.3
COc1ccc(-n2c(SCC(=O)NCC3CCCO3)nc3c(c2=O)SCC3)cc1 (stereo unspecified)
 : -1.7	-4.2	-4.1	-5.6	-1.7	-3.1	9.5	-0.8	6.3
CC1(C)Cc2cccc(OCC(=O)Nc3ccc(OCC(N)=O)cc3)c2O1
 : 8.7	3.2	8.5	9.8	-0.9	3.5	4.1	-2.4	7.7
O=C1CC(N(Cc2ccco2)C(=O)Nc2ccc(F)cc2)C(=O)N1c1ccc(F)cc1 (stereo unspecified)
 : -10.6	4.8	-10.3	5.4	-8.3	1.8	10.9	-0.5	10.8
O=C(CSc1ncn[nH]1)NCCc1ccc(Cl)cc1Cl
 : 12.4	10.0	2.7	2.1	-6.4	1.1	4.7	-2.5	12.8
Cc1ccc(NC(=O)COC(=O)C2CCC(=O)N2)c(S(=O)(=O)N2CCOCC2)c1 (stereo unspecified)
 : -7.2	-1.0	2.2	25.7	-3.5	2.2	-8.1	-7.3	9.9
Cc1ccc2cc(C#N)c(SCC(=O)NCC3CCCO3)nc2c1 (stereo unspecified)
 : 4.5	4.0	4.0	-12.0	3.3	-14.2	0.7	4.0	2.7
C[C@]12c3[nH]c4ccccc4c3CCN1C(=O)C(CC(=O)NCCC1=CCCCC1)C[C@@H]2C(=O)N1CCCCC1 (stereo partly specified)
 : -20.9	25.3	26.1	8.2	-0.3	-1.3	-2.4	4.3	9.2
Fc1ccc(C(c2nnnn2C2CCCC2)N2CCN(Cc3ccccc3)CC2)cc1 (stereo unspecified)
 : .	10.5	.	16.7	1.3	-0.8	.	.	.
O=C(O)c1ccc(-n2nc(-c3ccccc3)c3ccccc3c2=O)cc1
 : -17.1	-11.0	-1.2	-74.3	-6.8	0.2	0.5	-9.7	9.7
O=[N+]([O-])c1ccccc1S(=O)(=O)N1CCN(Cc2cc3c(cc2O)OCO3)CC1
 : -8.8	26.7	9.8	19.3	-2.0	1.7	-2.2	-0.7	23.9
CCCCN(CC)CCNC(=O)C1CCN(S(=O)(=O)c2cccc3nsnc23)CC1
 : 3.0	11.3	2.5	10.4	-4.7	-0.4	6.6	5.3	8.2
COc1ccc(-c2oc3ncnc(NCCCN(C)C)c3c2-c2ccc(OC)cc2)cc1
 : 1.6	16.0	21.2	-295.5	2.1	-1.2	0.6	-5.0	13.8
Clc1ccccc1/C=N/c1cc(-c2ccccc2)nn1-c1ccccc1
 : -16.4	1.0	26.3	14.6	-2.1	0.1	8.2	4.3	11.9
CNC(=S)NCc1ccc(Cl)cc1
 : -1.9	12.1	-3.8	22.2	-3.2	0.9	5.2	-6.6	-15.1
CCOc1ccc(NC(=O)C(C)Oc2ccc(C#N)cc2)cc1S(=O)(=O)N1CCCC1 (stereo unspecified)
 : 4.9	-5.5	9.6	-8.7	-2.0	0.9	2.2	-10.1	3.4
CCCCN(C)C(=O)c1cc2cc3ccc(OC)cc3nc2s1
 : 91.4*	15.4	19.0	-334.1	8.2	1.1	95.5*	91.3*	17.6
CCOc1cc(/C=N/NC(=O)Cn2nc([N+](=O)[O-])cc2C)cc(Br)c1OCc1ccccc1F
 : 1.7	-4.2	18.6	26.1	7.7	-0.2	4.1	-0.5	-6.2
Cc1ccc(NC(=O)CN2CCN(S(=O)(=O)c3ccc(F)cc3)CC2)cc1C
 : -18.5	9.9	10.0	8.5	-6.0	1.1	9.5	0.0	12.5
CCCn1c(N)c(C(=O)CSc2nnc(-c3c[nH]c4ccccc34)n2C2CC2)c(=O)[nH]c1=O
 : -9.0	19.7	8.6	1.8	-6.0	-2.3	-7.3	-11.0	5.6
O=C(NCc1nnc(SCC(=O)N2CCN(c3ccccc3)CC2)o1)c1ccc(F)cc1
 : 0.7	-4.0	15.1	12.8	2.1	2.0	-1.5	2.6	10.6
CC(=O)NCC(=O)NC(C(=O)Nc1ccc2c(c1)OCCO2)c1ccc(C)cc1 (stereo unspecified)
 : -11.5	-17.1	7.5	32.8	0.4	-1.5	-2.4	-9.2	12.4
CN(C(N)=S)c1ccccc1
 : -4.0	-22.4	2.5	33.9	-5.2	0.5	6.2	1.7	2.7
O=C(CSc1nc(N2CCOCC2)nc(N2CCOCC2)n1)Nc1ccc(Cl)cc1Cl
 : -5.4	24.0	5.0	6.1	-2.7	-0.1	-11.2	3.0	18.3

Single values from the entries so far:
`Cc1nc2c(cc(Oc3ccc(S(=O)(=O)N4CCOCC4)cn3)c3ccsc32)s1` in SENP1 FRET inh has -0.5
`CC(=O)OC1COC(OC2C(O)C(C)OC(OC3C(OC4CCC5(C)C(CCC6(C)C5CC=C5C7CC(C)(C)CCC7(C(=O)O)CCC56C)C4(C)CO)OCC(O)C3O)C2O)C(O)C1OC(C)=O` (stereo unspecified) in NALP3 yeast inh has 15.3
`COC(=O)CCC(=O)Nc1ccc(N=Nc2ccccc2)cc1` in SENP6 inh has -19.6

Record cards (already shown). Order of values: SENP6 inh, PfGluPho inh, Apaf1 inhib, SENP8 block-1, HKDC1 inhibitor, SENP1 FRET inh, SENP7 block, SENP8 block-2, NALP3 yeast inh
CCCCN(CC)CCNC(=O)C1CCN(S(=O)(=O)c2cccc3nsnc23)CC1 is entered as 3.0, 11.3, 2.5, 10.4, -4.7, -0.4, 6.6, 5.3, 8.2
COc1cc(C(=O)NCc2ccc(S(N)(=O)=O)cc2)ccc1OCC(=O)Nc1cccc(C(F)(F)F)c1 is entered as 1.6, 4.7, -12.7, -2.7, -2.5, 0.1, 1.0, 0.9, 5.8
